From PubChem
MrgX1 antag: antagonists of human MrgX1 receptor, primary screen, HEK293 cells, Fluo-4 calcium flux; 1.3% of 310,000 active; BAM8-22 antagonism; active compounds read low; Mas-related G-protein coupled receptor member X1 (Homo sapiens), Q96LB2; B-score at 10 µM;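 active = calcium-response B-score plate-corrected more than 3 library SD below zero, starting fluorescence within 5 deviations, no agonist response on first addition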;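 note: peak minus trough fluorescence over baseline after final BAM8-22 challenge near maximal dose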
IEC-6 tox: cytotoxicity in IEC-6 intestinal epithelial cells, primary screen, cytotoxicity control for KLF5 inhibitor project, cell-based, luminescence. IEC-6 cytotoxicity, luminescence viability. inhibition, % at 5 µM. 0.78% of 290,000 active. AID 1825, 2009; in the data active = inhibition above about 22%;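 note: 0% = plate median of test compound wells and 100% = cytotoxic reference compound wells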
TRPC6 activator: mouse TRPC6 channel activators, primary screen, cell-based, HEK293, membrane potential dye. Short transient receptor potential channel 6 (Mus musculus), Q61143. HEK293-TRPC6 membrane potential dye fluorescence; active compounds read high. B-score at 10 µM. 0.13% of 310,000 active;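 active = B-score of the integrated fluorescence ratio above library mean plus 3 SD, and starting fluorescence ratio within library mean plus 5 SD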;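 note: higher score means more depolarization so channel activation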
Target sequence (Q61143 whole entry, looked up): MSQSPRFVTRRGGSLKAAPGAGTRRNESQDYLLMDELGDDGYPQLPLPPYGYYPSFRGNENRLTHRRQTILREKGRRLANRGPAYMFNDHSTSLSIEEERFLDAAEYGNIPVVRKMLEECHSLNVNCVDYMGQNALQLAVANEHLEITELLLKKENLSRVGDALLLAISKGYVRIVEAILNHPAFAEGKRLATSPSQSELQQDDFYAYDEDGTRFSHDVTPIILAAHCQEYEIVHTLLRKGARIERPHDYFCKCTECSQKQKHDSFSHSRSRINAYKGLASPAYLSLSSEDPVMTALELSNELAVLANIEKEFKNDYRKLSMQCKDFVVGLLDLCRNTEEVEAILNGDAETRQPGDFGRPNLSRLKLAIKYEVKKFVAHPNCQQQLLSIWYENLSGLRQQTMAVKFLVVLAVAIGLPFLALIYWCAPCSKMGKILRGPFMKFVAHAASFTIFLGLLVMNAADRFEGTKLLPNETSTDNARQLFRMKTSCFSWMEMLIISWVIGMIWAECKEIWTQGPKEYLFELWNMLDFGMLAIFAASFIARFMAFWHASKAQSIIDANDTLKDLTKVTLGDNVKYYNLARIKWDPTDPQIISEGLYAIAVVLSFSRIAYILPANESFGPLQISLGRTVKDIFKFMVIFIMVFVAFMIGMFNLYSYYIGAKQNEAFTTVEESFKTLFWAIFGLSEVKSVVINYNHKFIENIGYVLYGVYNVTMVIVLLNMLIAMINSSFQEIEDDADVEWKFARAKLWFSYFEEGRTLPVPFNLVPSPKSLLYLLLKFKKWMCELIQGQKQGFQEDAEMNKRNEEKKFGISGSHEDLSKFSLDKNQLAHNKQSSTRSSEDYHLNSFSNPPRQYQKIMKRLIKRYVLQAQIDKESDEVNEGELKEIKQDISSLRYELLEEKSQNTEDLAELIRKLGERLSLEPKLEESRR
TRPC4 potent: positive allosteric modulators of TRPC4, primary screen, cell-based, mouse TRPC4beta, HEK293 mu-opioid, Fluo-4 calcium | DAMGO EC20, Fluo-4 Ca2+ flux; active compounds read high | B-score at 10 µM | 0.42% of 310,000 active | AID 2227, 2009;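 active = B-score of calcium response area above 5 SD of library B-scores, with initial fluorescence ratio within 5 SD of library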;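 note: B-score of integrated fluorescence ratio over time as area under calcium response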
TRPC6 inhibitor: mouse TRPC6 channel inhibitors, primary screen, cell-based, HEK293, membrane potential dye; ACh-evoked depolarization; active compounds read low; AID 2553, 2010; 1.1% of 310,000 active; B-score at 10 µM;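 active = B-score under library mean minus 3 SD, initial fluorescence not abnormally high, positive integrated signal ratio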;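 note: B-score derived from integrated fluorescence ratio over the kinetic read; more negative B-score means stronger inhibition of depolarization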
SKKanGAS inh: S. pyogenes SKKanGAS growth inhibitors in kanamycin, primary screen, streptokinase expression inhibitor project, SKKanGAS strain, BacTiter-Glo luminescence. 6 h. inhibition, % at 7.5 µM. 1.3% of 300,000 active. AID 1662, 2009;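 active = mean replicate score, as percent of positive control median, at least 50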;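 note: strain carries kanamycin resistance gene driven by streptokinase promoter and grows in 40 µg/ml kanamycin; loss of luminescence reflects streptokinase promoter inhibition or plain growth inhibition; 0% = median of DMSO wells and 100% = positive control at its reference dose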
TRPC4 act: activators of mouse TRPC4 channel, primary screen, Fluo4 calcium, HEK293 TRPC4beta/mu-opioid cells | Short transient receptor potential channel 4 (Mus musculus), Q9QUQ5 | Fluo4 calcium fluorescence; active compounds read high | B-score at 10 µM | 0.49% of 310,000 active;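 active = B-score above 5 SD of library B-scores, and initial fluorescence ratio not above library mean plus 5 SD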;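 note: positive B-score marks a calcium rise read as TRPC4 activation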
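Assay system: HEK293 stable line with TRPC4beta plus mu-opioid receptor; schedule: 45 min room-temperature Fluo4 loading, 110 s read; technique: kinetic Fluo4 calcium fluorescence; evaluation: integrated baseline-normalised fluorescence ratio, converted to per-well B score; controls: buffer (low) and maximal DAMGO (high)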
TRPC4 inh: inhibitors of mouse TRPC4 channel, primary screen, Fluo4 calcium, HEK293 TRPC4beta/mu-opioid cells; Short transient receptor potential channel 4 (Mus musculus), Q9QUQ5; DAMGO-evoked Fluo4 calcium flux; active compounds read low; B-score at 10 µM; 0.39% of 300,000 active;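 active = B-score over 3 SD under the library average, no early fluorescence shift, positive overall ratio signal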
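test system = HEK293 cells with stable TRPC4beta plus mu-opioid receptor expression | detection = Fluo4 Ca2+ flux fluorescence | read-out = integrated fluorescence ratio relative to baseline, converted to per-well B score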
aSyn 5UTR inh: MLPCN primary screen, SNCA 5' untranslated region. alpha-synuclein 5'UTR reporter, inhibitor activity. inhibition, % (tested at 7.5 µM). 0.82% of 300,000 active. AID 1813, 2009; in the data active = inhibition above about 60%;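 note: H4 neuroglioblastoma cells stably carrying SNCA 5'UTR luciferase fusion; 0% = DMSO wells and 100% = positive control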
HIF activator: HIF pathway transcriptional activators, primary screen, cell-based, U2OS HRE-luciferase, luminescence; 0.32% of 300,000 active; activation, % at 7.5 µM (by protocol); U2OS HRE-luciferase reporter; normalized: DMSO 0%, desferrioxamine 100%;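 active = mean activation of at least 10% of the iron chelator positive control signal, with at least half of replicates also reaching 10%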
KLF5 inhibitor: KLF5 expression inhibitors, primary screen, DLD-1 cells, luminescence | 0.23% of 290,000 active | DLD-1 KLF5 promoter-luciferase reporter | inhibition, % at 5 µM | AID 1700, 2009;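 active = inhibition above a per-plate limit of that plate's mean compound inhibition plus 3 SD, cut at about 60% in these data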;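 note: 0% = DMSO wells and 100% = LY294002 at 200 µM; higher means less KLF5 promoter-driven luciferase light; inactives centre near -14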
Active calls of the source: *; i = inactive; . = not tested or not shown. Compounds were not picked by outcome; overall some 5.8% were active at least once.

SMILES	MrgX1 antag	IEC-6 tox	TRPC6 activator	TRPC4 potent	TRPC6 inhibitor	SKKanGAS inh	TRPC4 act	TRPC4 inh	aSyn 5UTR inh	HIF activator	KLF5 inhibitor
COc1nnc(-c2ccc(N3CCOCC3)c(NC(=O)c3ccc(C)cc3)c2)c2ccccc12	i	1.1	i	i	i	5.9	i	i	4.8	0.2	-3.1
CC1CC(=O)N(c2ccc(Br)cc2)C(=O)C1	i	0.6	i	i	i	-10.2	i	i	-11.0	-0.1	-9.6
O=C(C1CCC(CNS(=O)(=O)c2ccc(F)cc2)CC1)N1CCOCC1 (stereo unspecified)	i	2.4	i	i	i	-2.8	i	i	3.5	-0.3	-8.5
CC[N+](CC)(CC)CC(=O)Nc1ccc(SC(F)F)cc1	i	-6.6	i	i	i	-3.8	i	i	-0.6	-0.7	-17.6
COc1ccc(NC(=O)C2CCN(C(=O)NCc3ccccc3)CC2)cc1	i	-2.4	i	i	i	-3.0	i	i	34.0	-0.4	-16.4
C=CCN(CC=C)C(=S)Nc1ccccc1	i	4.7	i	i	i	.	i	i	6.9	0.1	-0.7
O=C(N/N=C/c1ccccc1O)c1ccncc1	i	.	i	i	i	-2.4	i	i	4.9	5.3	.
CC(C)CC(=O)NC(NC(=S)Nc1cccc2cccnc12)C(Cl)(Cl)Cl (stereo unspecified)	i	4.8	i	i	i	1.5	i	i	12.9	-0.7	-9.4
Cc1sc2nc(CSCC(=O)NC(C)(C)C)[nH]c(=O)c2c1C	i	0.1	i	i	i	-4.5	i	i	-19.6	-0.2	-26.3
Cn1nc(-c2ccc(OCC(=O)Nc3cccnc3)cc2)c2ccccc2c1=O	i	4.1	i	i	i	-4.2	i	i	8.6	-0.1	13.2
OCCC1CN(Cc2ccc3nsnc3c2)CCN1CCc1ccccc1 (stereo unspecified)	i	-0.1	i	i	i	.	43*	i	-18.7	0.3	31.6
CC1SC(c2cccc(Cl)c2)NC1=O (stereo unspecified)	i	-0.5	i	i	i	-7.6	i	i	-18.5	0.3	-16.9
CCn1c(SC/C=C/c2ccccc2)nnc1-c1cccs1	i	-5.4	i	i	i	-6.3	i	i	-0.2	-0.2	-1.5
O=C(NCCCn1ccnc1)C1CCN(S(=O)(=O)c2ccc(F)cc2)CC1	i	-0.8	i	i	i	0.1	i	i	10.9	0.3	-7.2
CCC(=O)N1CCc2cc(S(=O)(=O)NCCC(=O)N3CCN(c4ccccc4)CC3)ccc21	i	2.0	i	i	i	-6.7	i	i	8.3	-0.3	-16.5
CC(C)c1onc(C(=O)N2CCN(Cc3ccccc3)CC2)c1[N+](=O)[O-]	i	2.8	i	i	i	0.8	i	i	13.4	-0.2	-10.5
CN(Cc1ccccc1)Cc1ccccc1F	i	1.2	i	i	i	2.3	i	i	-10.9	0.1	-19.2
Cc1ccc(NC(=O)CN(C)CC(=O)Nc2ccc(F)c(F)c2F)c(Cl)c1	i	-0.2	i	i	i	-4.1	i	i	31.0	-0.5	-35.9
CCSc1nnc(NC(=O)CSC2=NN3CCCC(=O)N=C3S2)s1	i	1.5	i	i	i	-12.9	i	i	-7.9	-0.4	-20.6
CCN(CC)CCNC(C(=O)Nc1ccc([N+](=O)[O-])cc1Br)c1ccccc1 (stereo unspecified)	i	-2.9	i	i	i	-7.5	i	i	-17.1	-0.3	-30.0
COc1ccc(-c2cc(C(=O)Nc3ccc(S(N)(=O)=O)cc3)c3ccccc3n2)cc1OC	i	5.0	i	i	i	3.7	i	i	7.0	0.5	-39.0
CN1CCN(C(=O)/C=C/c2ccc3c(c2)OCO3)CC1	i	2.5	i	i	i	-1.1	i	i	-1.0	0.5	0.4
Cc1ccc(NC(=O)c2ccc(NS(=O)(=O)c3cccc4cccnc34)cc2)cc1	i	-0.3	i	i	i	10.9	i	i	16.3	1.7	10.3
CCOC(=O)CN1C(=O)SC(CC(=O)Nc2nccs2)C1=O (stereo unspecified)	i	-0.1	i	i	i	3.3	i	i	30.2	-0.1	-11.8
CCOC(=O)C1C(=O)NC(N2CCN(c3ccccc3)CC2)=NC1c1ccco1 (stereo unspecified)	i	4.1	i	i	i	-12.6	i	i	0.5	-0.4	-19.4
COc1cccc(NC(=O)Cc2ccc(C)cc2)c1	i	-3.4	i	i	i	6.5	i	i	-11.3	1.0	-13.3
CC(C1CC1)N(C(=O)NC1CCS(=O)(=O)C1)c1ccccc1 (stereo unspecified)	i	-1.7	i	i	i	-2.7	i	i	-2.1	0.0	0.3
CCOc1ccc(NC(=O)CCS(=O)(=O)c2ccc(C)cc2)cc1	i	-12.1	i	i	i	-3.7	i	i	3.0	0.1	-14.3
CCN(c1ccc(OC)cc1)S(=O)(=O)c1nnc(NC(=O)c2ccco2)s1	i	-2.1	i	i	i	23.0	i	i	2.1	-0.5	9.2
CCSc1cnn(-c2ccccc2)c(=O)c1SCC	i	0.9	i	i	i	-0.2	i	i	3.5	-0.2	-12.8
Cc1cc(-c2nnc(CCC(=O)NC(Cc3ccccc3)c3ccccc3)o2)no1 (stereo unspecified)	i	-1.9	i	i	i	-11.0	i	i	5.3	-0.3	-35.0
O=Cc1ccc(OC(=O)CCCCC(=O)Oc2ccc(C=O)cc2)cc1	i	-4.9	i	i	i	-1.2	i	i	13.6	-10.1	-7.9
Cn1c2c(c(=O)n(C)c1=O)C(NS(=O)(=O)c1ccc(Cl)cc1)(C(F)(F)F)C(=O)N2 (stereo unspecified)	i	0.4	i	i	i	-1.1	i	i	2.7	-0.3	-3.3
CC(C)c1ccc(NC(=O)Nc2cc3sccc3n2C)cc1	i	0.0	i	i	i	0.1	i	i	-54.0	-1.0	10.8
CCC(CC)NC(=O)Nc1ccc(C)cc1	i	-3.9	i	i	i	-1.2	i	i	10.4	-0.4	-21.8
OCCNc1nc(-c2ccccc2)nc2ccccc12	i	-6.0	i	i	i	-8.5	i	i	-2.2	-0.2	24.6
COc1ccc(C(=O)OCC(N)=O)cc1[N+](=O)[O-]	i	0.7	i	i	i	-2.7	i	i	-16.4	0.2	-28.3
CCOC(=O)C(NC(C)=O)C(=O)Nc1ccc(C(C)(C)C)cc1 (stereo unspecified)	i	4.1	i	i	i	-1.0	i	i	6.1	0.0	-14.7
CCN(CC)C(=O)CSc1nc2cc3c(cc2c(=O)n1Cc1ccc(OC)cc1)OCO3	i	-3.5	i	i	i	1.0	i	i	17.7	0.8	-19.3
CC(CC(=O)O)Nc1ccccc1O (stereo unspecified)	i	-12.2	i	i	i	-4.2	i	i	11.8	-0.4	-14.8

By substructure: the entries above containing a Cl atom.
SMILES	MrgX1 antag	IEC-6 tox	TRPC6 activator	TRPC4 potent	TRPC6 inhibitor	SKKanGAS inh	TRPC4 act	TRPC4 inh	aSyn 5UTR inh	HIF activator	KLF5 inhibitor
CC(C)CC(=O)NC(NC(=S)Nc1cccc2cccnc12)C(Cl)(Cl)Cl (stereo unspecified)	i	4.8	i	i	i	1.5	i	i	12.9	-0.7	-9.4
CC1SC(c2cccc(Cl)c2)NC1=O (stereo unspecified)	i	-0.5	i	i	i	-7.6	i	i	-18.5	0.3	-16.9
Cc1ccc(NC(=O)CN(C)CC(=O)Nc2ccc(F)c(F)c2F)c(Cl)c1	i	-0.2	i	i	i	-4.1	i	i	31.0	-0.5	-35.9
Cn1c2c(c(=O)n(C)c1=O)C(NS(=O)(=O)c1ccc(Cl)cc1)(C(F)(F)F)C(=O)N2 (stereo unspecified)	i	0.4	i	i	i	-1.1	i	i	2.7	-0.3	-3.3

(listing goes on)
SMILES	MrgX1 antag	IEC-6 tox	TRPC6 activator	TRPC4 potent	TRPC6 inhibitor	SKKanGAS inh	TRPC4 act	TRPC4 inh	aSyn 5UTR inh	HIF activator	KLF5 inhibitor
Cn1c(SCc2cccnc2)nnc1-c1c[nH]c2ccccc12	i	-5.6	i	i	i	-0.8	i	i	-5.4	0.3	-17.4
Cc1c(C(=O)N2CCN(c3ncccn3)CC2)sc2nc3n(c(=O)c12)CCCC3	-7.4*	-8.0	i	i	i	-6.5	i	i	4.7	-0.1	-14.8
Cn1c(=O)c([N+](=O)[O-])c(-n2ccnc2)c2ccccc21	i	-11.0	i	i	i	-4.9	i	i	-44.2	-0.3	0.5
CCOc1ccc2c(c1)C(N(CCN1CCOCC1)C(=S)Nc1ccccc1OC)CC(C)(C)O2 (stereo unspecified)	i	2.5	i	i	i	-14.0	i	i	0.3	0.2	2.9
O=C(COc1ccccc1[N+](=O)[O-])Nc1cccc(Cl)c1N1CCOCC1	i	7.1	i	i	i	4.2	i	i	1.7	1.3	4.6

Ordered by heavy-atom count (falling): part of the list above.
SMILES	MrgX1 antag	IEC-6 tox	TRPC6 activator	TRPC4 potent	TRPC6 inhibitor	SKKanGAS inh	TRPC4 act	TRPC4 inh	aSyn 5UTR inh	HIF activator	KLF5 inhibitor
CCOc1ccc2c(c1)C(N(CCN1CCOCC1)C(=S)Nc1ccccc1OC)CC(C)(C)O2 (stereo unspecified)	i	2.5	i	i	i	-14.0	i	i	0.3	0.2	2.9
O=C(COc1ccccc1[N+](=O)[O-])Nc1cccc(Cl)c1N1CCOCC1	i	7.1	i	i	i	4.2	i	i	1.7	1.3	4.6
Cn1c(=O)c([N+](=O)[O-])c(-n2ccnc2)c2ccccc21	i	-11.0	i	i	i	-4.9	i	i	-44.2	-0.3	0.5
